IEC-6 tox: IEC-6 cytotoxicity, counter-screen for KLF5 inhibitors; luminescence viability; inhibition, % at 5 µM; 290,000 compounds, 0.78% hits; AID 1825; in the data active = inhibition above about 22%;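 note: 0% = plate median of test compound wells and 100% = cytotoxic reference compound wells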
aSyn UTR inh: 5' untranslated region of α-synuclein, MLPCN primary screen; alpha-synuclein 5'UTR reporter, inhibitor activity; inhibition, % (tested at 7.5 µM); 300,000 compounds, 0.82% hits; AID 1813; in the data active = inhibition above about 60%;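 note: H4 neuroglioblastoma cells stably carrying SNCA 5'UTR luciferase fusion; 0% = DMSO wells and 100% = positive control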
AI-2 QS modul: modulators of Vibrio harveyi AI-2 quorum sensing system; Vibrio harveyi JMH597 AI-2 luminescence/OD600 ratio, 9 h; active compounds read low; strain lacks LuxN and CqsS sensors; 0 = neutral-control median; activity change, % at 7.5 µM; 300,000 compounds, 0.4% hits; in the data active = activity change below about -75%, passing the limit was not always enough;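 note: luminescence divided by OD600 gain over 9 h not by final OD600 alone; inactives centre near 13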
Platelet DG rel: modulates dense granule release in human platelets; human platelet-rich plasma, SFLLRN dense granule ATP release, luminescence; inhibition, %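 (compounds screened at 7.5 µM in platelet-rich plasma)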; 300,000 compounds, 0.22% hits;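 active = mean replicate score, as percent of positive control, at or above 50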
HSF-1 act: increases HSF-1 driven luciferase reporter signal. NIH3T3-HGL HSF-1 luciferase reporter, MG132, 8 h; 100% = twice DMSO control signal. activation, % at 9 µM. 300,000 compounds, 1.7% hits;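 active = mean replicate activation of at least 50% with a set share of replicates each reaching 50%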;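 note: 0% = median of the neutral control wells and 100% = twice that signal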
HSF1 inhib: HSF1 inhibition; NIH3T3-HGL HSE-luciferase, MG132-induced, luminescence 8 h; active compounds read low; activity change, negative = inhibition, % at 7.5 µM (by protocol); 300,000 compounds, 0.77% hits; AID 2098;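 active = more than half of replicate wells show activity change below -50%, luminescence cut by over half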;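 note: luciferase reports HSF-1 transcriptional activity via heat shock element; 0% = median of DMSO wells and -100% = zero luminescence signal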
KLF5 inhibitor: suppresses KLF5 promoter-driven expression. DLD-1 KLF5 promoter-luciferase reporter, luminescence. inhibition, % at 5 µM. 290,000 compounds, 0.23% hits. AID 1700;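 active = inhibition above a per-plate limit of that plate's mean compound inhibition plus 3 SD, cut at about 60% in these data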;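 note: 0% = DMSO wells and 100% = LY294002 at 200 µM; higher means less KLF5 promoter-driven luciferase light; inactives centre near -14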
SKKanGAS inh: inhibitors of SKKanGAS S. pyogenes growth in kanamycin (SK-promoter or general growth effect); BacTiter-Glo, 6 h; inhibition, % at 7.5 µM; 300,000 compounds, 1.3% hits;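 active = mean replicate score, as percent of positive control median, at least 50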;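 note: strain carries kanamycin resistance gene driven by streptokinase promoter and grows in 40 µg/ml kanamycin; loss of luminescence reflects streptokinase promoter inhibition or plain growth inhibition; 0% = median of DMSO wells and 100% = positive control at its reference dose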
HSP90 inh: inhibitors of HSP90 luciferase refolding in rabbit reticulocyte lysate. inhibition, % at 5.6 µM. luciferase refolding luminescence, 3 h. 290,000 compounds, 0.91% hits;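 active = inhibition above the screen-wide mean plus 3 SD, computed separately per campaign, cut at about 16% in these data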;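 note: 0% = DMSO wells and 100% = 60 µM geldanamycin wells; inhibitors lower the luminescence because luciferase stays unfolded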
HIF activator: HIF pathway transcriptional activation; 300,000 compounds, 0.32% hits; U2OS HRE-luciferase reporter, luminescence; normalized: DMSO 0%, desferrioxamine 100%; activation, % at 7.5 µM (by protocol);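 active = mean activation of at least 10% of the iron chelator positive control signal, with at least half of replicates also reaching 10%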
* hit, by the source's call; . = no result given.

Compound	aSyn UTR inh	KLF5 inhibitor	HIF activator	HSP90 inh	IEC-6 tox	SKKanGAS inh	AI-2 QS modul	Platelet DG rel	HSF1 inhib	HSF-1 act
CCN(CC)CCNC(=O)CNC(=S)N(CCCN1CCOCC1)Cc1cccs1	-2	-4	0.4	6	2	-2	7	-31	3	-17
CC(C)Cc1ccc(S(=O)(=O)Nc2ccccn2)cc1	16	-28	0.6	-8	4	-4	-93*	-2	3	3
Cc1cc(=O)[nH]c(SCC(=O)C23CC4CC(CC(C4)C2)C3)c1C#N	12	-42	-0.9	-1	-9	0	22	2	0	-7
Cc1cccc(Oc2ccc(C(=O)NC3CCSC3=O)cn2)c1C (stereo unspecified)	0	-7	0.4	-2	3	7	6	6	-9	-13
Cc1ccc2c(c1)cc1c(=O)[nH]ncn12	-67	-41	1.9	2	4	2	11	-4	12	0
CSCCC(NS(=O)(=O)c1ccc2ccccc2c1)C(=O)OCC(=O)c1ccc(C(C)C)cc1 (stereo unspecified)	6	-2	-0.4	2	-4	20	29	-3	-3	-9
O=C(O)CSCCCC(=O)Nc1ccc(Br)cc1	2	-36	0.0	-2	-17	-1	34	-10	-2	-3
Cc1[nH]c2ccccc2c1C(=O)NS(=O)(=O)Nc1ccc(F)cc1	-3	11	-0.2	-3	7	3	43	0	2	13
Cc1ccc(NC(=O)NC2CCN(S(=O)(=O)c3ccc(F)cc3)CC2)cc1	24	-56	-0.1	-3	3	10	0	-6	-12	-13
CCCn1c(SC(C)C(=O)O)nc2ccccc21 (stereo unspecified)	18	-16	-0.6	0	0	-4	33	-1	-11	4
CSc1ccccc1NC(=O)COC(=O)c1ccccc1O	-9	-27	-0.4	2	-2	7	16	5	-1	-2
CS(=O)(=O)Nc1ccc(Cc2ccc(NS(C)(=O)=O)cc2)cc1	17	-7	0.8	3	-2	-4	8	-1	-2	-18
COc1ccc(CNC(=O)CN(C)Cc2ccc(C(C)(C)C)cc2)cc1	9	-25	0.6	-1	-1	-1	27	2	0	-2
CNC(=O)CN(C)S(=O)(=O)c1ccc(F)cc1	-21	18	0.0	6	1	-2	7	-1	-5	-4
O=C(ON=C1CCN(S(=O)(=O)c2ccccc2)CC1)c1ccc(Cl)cc1	-23	7	1.5	3	3	-8	3	0	4	-2
CN(CC(=O)Nc1cccc(F)c1)C(=O)c1ccc(-n2cncn2)c([N+](=O)[O-])c1	-1	.	0.1	.	.	-8	16	0	-1	-2
COc1cc(NC(=O)CCCNC(=O)c2ccc(Cl)cc2)cc(OC)c1OC	4	4	-0.3	1	3	-7	13	0	2	28
CCOc1ccc(N(CC(=O)Nc2ccc3c(c2)OCCO3)S(=O)(=O)c2c(C)noc2C)cc1	-2	-21	.	-3	-1	-1	11	10	-14	-32
Cc1nnc(SCc2nc3sc4c(c3c(=O)[nH]2)CCCC4)n(N)c1=O	-17	-16	0.1	-1	-2	6	16	6	6	11
C(=C\c1ccccn1)/c1ccccn1	-115	-95	-6.5	-1	3	-3	27	-8	9	6
O=S(=O)(Nc1cccc(Br)c1)c1cccc2nsnc12	1	-22	-2.3	1	-3	-7	-7	-12	0	2
O=S1(=O)CCN=C2SC3=C(CCCC3)N21	6	-28	-0.1	0	-8	-10	19	11	.	.
CC1CC(C)CN(CCCNC(=O)c2ccc(CNS(=O)(=O)c3ccc(F)cc3)cc2)C1 (stereo unspecified)	30	-16	-0.2	-1	5	-5	5	6	-5	-11
O=C(Nc1cccs1)NC1CCCC1	-25	-22	0.1	-2	4	1	35	5	0	13
Brc1cccc(OCCN2CCOCC2)c1	-12	-7	2.5	1	-6	2	16	5	-1	-6
O=C(CN(Cc1ccco1)C(=O)CNS(=O)(=O)c1ccc(Cl)cc1)NCc1ccc(F)cc1	15	-9	0.1	0	2	2	18	-4	9	26
CCN1CCN(c2cc(C)c3cc(NC(=S)N4CCC5(CC4)OCCO5)ccc3n2)CC1	-5	-22	-0.1	7	-3	1	-7	8	1	-3
CCOC(=O)/C=C/C(=O)OCC(=O)Nc1ccc(OC)c(Cl)c1	3	-15	-0.1	0	-3	-4	43	11	16	48
Cc1ccc(Cn2nnc3c(=O)[nH]c(C4CCN(S(=O)(=O)Cc5ccccc5)CC4)nc32)cc1	21	0	1.7	4	2	8	24	-14	-20	-22
CC1(C)CC(=O)C/C(=N\NC(=O)C2CC2c2ccccc2)C1 (stereo unspecified)	-12	-14	-1.7	2	1	-1	22	2	-6	-3
Cc1cc(Oc2ccc(=O)n(C)n2)nc(=S)[nH]1	8	-8	0.1	3	-9	2	25	3	-17	-28
Cc1ccc(-c2nc(NCc3ccco3)n(S(C)(=O)=O)n2)cc1	-72	-42	1.0	-2	-10	-3	37	0	0	6
C[C@@H](NC(=O)[C@@H]1Cc2ccccc2CN1)C(=O)NCc1ccco1	12	-13	-0.3	-3	0	1	8	-8	-6	-8
O=C(Oc1ccc(N2C(=O)CCC2=O)cc1)c1ccco1	2	-22	0.7	1	-2	6	19	7	-10	-5
O=C(Cn1cnc2ccccc21)c1ccc(Br)cc1	-5	-10	1.5	2	3	-3	7	2	14	29
CCOC(=O)c1c(C)c(C(=O)NCc2cccs2)c(C)n1C	4	-9	0.0	-4	-1	-5	5	-2	1	-10
Cn1nnnc1SCC(=O)NNC(=O)c1ccc(F)cc1	22	-11	-0.8	1	-4	1	49	12	-2	0
O=S(=O)(c1ccc(S(=O)(=O)N2CCCN(Cc3ccccc3)C2)cc1)N1CCCCCC1	-17	-3	-0.7	0	3	-1	-8	10	3	17
Cc1cccc(OCCn2nnc3ccccc32)c1C	-180	-108	2.6	-1	3	0	-7	9	49	49
COc1ccc(NC(=O)C(C/C=C(/C)Cl)C(C)=O)cc1 (stereo unspecified)	-5	-19	2.3	3	6	2	34	1	-3	12
CC1CCN(c2nc3ccc(C(=O)O)cc3s2)CC1	106*	62	-2.5	97*	-3	-16	32	-2	-83*	-85
Nc1nc(-c2ccc(Cl)cc2)c(S(=O)(=O)c2ccccc2)s1	10	3	0.3	1	4	16	2	-8	13	20
COc1ccc(Nc2nc(N3CCCC3)nc3ccccc23)c(OC)c1	-81	-27	1.7	5	10	4	47	5	4	4
Cc1ccc(NC(=O)C2CCCO2)cc1[N+](=O)[O-] (stereo unspecified)	-6	-14	0.3	1	0	-2	23	2	-2	6
CC(C)OP(C)(=O)CN1CCN(CP(C)(=O)OC(C)C)CC1 (stereo unspecified)	12	-4	-0.1	-2	-1	1	20	-3	-15	-9
COc1ccccc1NC1C=CS(=O)(=O)C1 (stereo unspecified)	10	-4	-0.3	0	4	-7	22	4	-4	-7
O=C(Nc1ccc(-n2cnnn2)cc1)C1CCCCC1	19	-30	0.1	2	0	2	10	-29	-1	17
Cc1ccc(Oc2ncccc2C(=O)NCC(=O)O)cc1	-3	-50	-0.4	1	4	-1	22	-20	-8	8
CC(C)Cc1ccc(C(=O)NCCOc2ccccc2)o1	17	-57	0.1	15	-11	25	10	-1	46	41
Cc1cc(C)nc(SCc2nnc(SCC(=O)Nc3nc(-c4ccccc4)cs3)n2-c2ccccc2)n1	-7	-14	1.9	0	1	15	20	2	-5	-10
CCOC(=O)c1nc(Nc2ccccc2CC)c2ccccc2n1	15	1	0.3	1	-1	4	0	1	-10	-2
CN(C)S(=O)(=O)c1cccc(NC(=O)NCCCl)c1	-2	-43	-1.3	-1	-6	-5	12	3	0	-10
CCNc1ccc(C(=O)OCC)cc1NC(=O)c1cccc(S(=O)(=O)N2CCOCC2)c1	-14	-25	0.1	2	3	7	4	-9	-3	-2
O=C1CC(c2ccccc2)c2cccc(F)c21 (stereo unspecified)	0	3	-1.2	-2	-1	-4	21	-5	4	13
O=C(c1ccc2c(c1)N(Cc1ccccc1)CCS2)N1CCOCC1	-8	-13	0.1	1	0	4	22	-16	2	5
CC(Sc1ccc(Cl)cc1)C(=O)NCc1ccc2c(c1)OCO2 (stereo unspecified)	-9	11	1.1	4	5	0	7	-2	.	.
COc1ccc(C)cc1NC(=O)Nc1ccc(C(=O)N2CCCC2)cc1	-64	-49	0.0	5	8	27	12	15	2	10
Cc1cc(C)c(NC(=O)/C=C\C(=O)O)c(Cl)c1	8	-21	.	5	-2	3	31	4	.	.
O=C(Nc1ccc(F)cc1)c1nc[nH]c1C(=O)O	-20	-7	-5.8	-3	0	3	23	8	-4	-3
O=C(NCc1ccccn1)C1CC(c2ccccc2O)=NO1 (stereo unspecified)	-5	-21	-0.2	-5	-1	-17	1	-7	5	25

Further compounds:
Compound	aSyn UTR inh	KLF5 inhibitor	HIF activator	HSP90 inh	IEC-6 tox	SKKanGAS inh	AI-2 QS modul	Platelet DG rel	HSF1 inhib	HSF-1 act
N#Cc1nc(-c2ccc(F)cc2)oc1NCCN1CCOCC1	9	-8	0.2	-2	-3	-6	7	-26	-3	-10
CC1(C)C2CCC1(C)C(OC(=O)CNc1ccccc1)C2 (stereo unspecified)	-14	-3	0.1	1	2	6	7	3	-1	0
Cc1ccc(S(=O)(=O)Oc2ccc(C)cc2/C=N/N=C2\NC(=O)C(C)S2)cc1 (stereo unspecified)	-66	-42	3.0	-4	3	2	4	-1	19	33
CCOC(=O)c1cc2c(=O)n3ccccc3nc2n(C(C)C)c1=NC(=O)c1c(-c2c(F)cccc2Cl)noc1C	17	4	0.1	-1	7	27	10	-1	-10	-2
N#Cc1nc(COc2ccc(-c3ccccc3)cc2)oc1NCc1cccnc1	-22	-27	-0.2	6	2	-6	12	-5	4	7
Cc1[nH]c2ccccc2c1C(=O)COC(=O)C1CC(=O)N(Cc2ccco2)C1 (stereo unspecified)	2	-14	-0.4	-2	1	8	18	-2	-5	-17
COC(=O)c1c(NS(=O)(=O)Cc2ccccc2)sc2c1CCCC2	1	7	-0.1	5	4	3	43	9	-12	-28
CCOC(=O)C1=C(C)N2C(=C(C#N)[C@@H]1c1ccc(C(=O)OC)cc1)SC[C@@]2(O)C(C)(C)C	13	-3	-0.7	1	1	26	-9	-7	0	16
Cc1onc(-c2ccccc2)c1CNC(=O)Nc1ccc(F)cc1F	-5	-2	0.5	-1	10	-2	-1	17	4	-1
COc1ccc(OC)c(CCNC(=O)Cn2cccc2C(=O)c2ccccc2)c1	9	-16	-0.4	-7	-3	-9	7	-3	0	-5
COc1ccc(OC)c(NC(=O)Nc2nnc(N3CCCCC3C)s2)c1 (stereo unspecified)	-1	-22	0.2	6	7	3	18	-18	8	21
CC(=O)Nc1ccc(C(=O)N/N=C/c2ccccc2OC(=O)c2ccc(Cl)cc2)cc1	18	-11	0.0	-3	-3	26	13	3	10	14
O=C(NCc1nc2ccccc2[nH]1)C1=C[C@H](C2CCCCC2)C[C@H](OCCCCO)O1	7	.	-0.6	.	.	3	29	-4	-1	2
CCN(Cc1nc(-c2ccc(OC)cc2)no1)C(=O)c1ccoc1C	15	-10	0.2	-3	2	1	3	4	-2	10

Screening data deposited in PubChem BioAssay by several laboratories.

Outcome played no part in choosing rows. Share with any hit: about 6%.
